EPAC2 antagonist: EPAC2 (human) antagonism; EPAC2 GEF exchange of Rap1B-BODIPY-GDP, fluorescence; Potency, µM (highest dose often 114 µM), without a hit: top-dose activity, negative = inhibition, actives largely listed as inhibitors; 360,000 tested, 0.18% active; AID 720708; further: on the % scale 0 is the no-effect control and ±100 the full control effect; nearly all actives have a fitted effect of over 45% in size; many of its hits are not listed in these tables
Target sequence (Q8WZA2 whole entry, looked up): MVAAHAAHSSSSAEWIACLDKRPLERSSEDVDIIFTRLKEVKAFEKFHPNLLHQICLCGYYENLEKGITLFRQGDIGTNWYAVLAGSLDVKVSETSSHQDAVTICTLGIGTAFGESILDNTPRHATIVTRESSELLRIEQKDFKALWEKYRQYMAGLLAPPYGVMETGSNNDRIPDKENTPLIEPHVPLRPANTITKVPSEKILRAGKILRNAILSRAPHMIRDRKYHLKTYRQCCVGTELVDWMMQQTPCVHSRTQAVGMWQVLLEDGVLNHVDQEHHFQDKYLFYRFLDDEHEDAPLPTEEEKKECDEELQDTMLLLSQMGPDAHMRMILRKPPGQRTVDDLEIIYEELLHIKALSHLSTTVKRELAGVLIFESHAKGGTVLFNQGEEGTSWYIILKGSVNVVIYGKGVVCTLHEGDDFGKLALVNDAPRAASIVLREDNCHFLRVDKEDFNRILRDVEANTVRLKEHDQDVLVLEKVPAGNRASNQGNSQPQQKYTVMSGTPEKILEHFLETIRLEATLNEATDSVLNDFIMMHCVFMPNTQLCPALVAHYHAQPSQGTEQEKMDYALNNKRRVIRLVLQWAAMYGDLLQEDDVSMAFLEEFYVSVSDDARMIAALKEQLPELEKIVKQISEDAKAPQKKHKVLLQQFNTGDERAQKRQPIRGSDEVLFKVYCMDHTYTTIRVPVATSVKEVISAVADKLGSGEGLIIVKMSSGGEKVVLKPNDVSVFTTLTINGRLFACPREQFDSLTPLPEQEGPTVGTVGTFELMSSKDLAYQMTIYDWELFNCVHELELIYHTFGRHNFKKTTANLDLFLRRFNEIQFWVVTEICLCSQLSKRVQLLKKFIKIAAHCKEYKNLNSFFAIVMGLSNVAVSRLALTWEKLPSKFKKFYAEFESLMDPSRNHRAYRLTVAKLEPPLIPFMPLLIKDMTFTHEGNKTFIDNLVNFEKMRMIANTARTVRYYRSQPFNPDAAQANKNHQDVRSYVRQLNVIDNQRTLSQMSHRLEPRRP
Nrf2 block: Nrf2 pathway inhibition; A549 ARE-Fluc reporter, luciferase luminescence, 18-24 h; Potency, µM (highest dose often 46 µM), for the others: at the highest dose activity change, negative = inhibition, actives largely listed as inhibitors; 360,000 tested, 2.1% active; further: on the % scale 0 is the no-effect control and ±100 the full control effect; nearly all actives have a fitted effect of over 60% in size
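Two sequential reads on A549 ARE_Fluc cells exposed to compound for 18-24 h: a CellTiter-Fluor fluorescence read for viability, then a luciferase luminescence read for Nrf2/ARE activity.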
A549 viability: counter-screen for Nrf2 inhibitors: cytotoxicity in A549 cells | A549 ARE-Fluc cells, CellTiter-Fluor viability, 18-24 h | Potency, µM (series often up to 46 µM), for inactives: at the top dose activity change, negative = cytotoxicity, hits mostly inhibitors | 390,000 tested, 0.16% active | AID 504648; further: on the % scale 0 is the no-effect control and ±100 the full control effect
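A549 ARE_Fluc cells in 5% FBS OPTI-MEM were exposed to compounds in concentration-response for 18-24 h at 37 deg C. Viability was read by CellTiter-Fluor fluorescence (Ex 405/Em 525) after 30 min, before the luciferase read.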
MCF10A rereplic: inducers of DNA re-replication in MCF 10A breast cells; Potency, µM (doses to about 46.1 µM), inactives show at the highest dose activity, positive = re-replication, hits mostly activators; 350,000 tested, 2.9% active; MCF 10A DNA re-replication, Hoechst nuclear intensity, 48 h; further: % of control where 0% means no effect; nearly all actives have a fitted effect of over 50% in size
ATXN2 expr inh: ATXN2 expression inhibition; Potency, µM (doses to about 57 µM), for inactives: at the top dose activity change, negative = inhibition, most hits filed as inhibitors; 360,000 tested, 0.72% active; AID 1745845; HEK-293 ATXN2-luciferase reporter, luminescence, 24 h; further: on the % scale 0 is the no-effect control and ±100 the full control effect; nearly all actives have a fitted effect of over 55% in size
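qHTS (up to 57 uM final) was run with 24 h compound exposure of reporter cells at 37 °C. Each well was multiplexed: SteadyGlo luminescence measured ATXN2-luciferase expression after a fluorogenic Gly-Phe-AFC viability readout (25 uM final).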
HepG2 tox: counter-screen for TGF-b inhibitors: cytotoxicity in HepG2 cells. Potency, µM (highest dose often 46.1 µM), for inactives: at the highest dose activity change, negative = cytotoxicity, usual class: cytotoxic. HepG2 CAGA-GFP viability, ATP luminescence, 18 h. AID 588856. 410,000 tested, 0.76% active; further: some results filed as inactive show a strong effect at the top dose
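CellTiter-Glo luminescence gave cytotoxicity after 18 hours at 37 degrees C. The cells were HepG2 CAGA-GFP in 1% FBS DMEM, stimulated with 500 pg/mL TGF-beta after compound addition. %Activity was normalised to no-cell wells (complete cell-killing) and DMSO (no toxicity), and curves were fitted and classified.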
TGFb SMAD3 inh: TGF-b pathway inhibition. Potency, µM (titrated, usually from 46.1 µM), inactives show at the highest dose activity, negative = inhibition, hits mostly inhibitors. 410,000 tested, 1.2% active. AID 588855. HepG2 CAGA-GFP TGF-b/SMAD3 reporter, GFP fluorescence, 18 h; TGF-beta stimulated, 500 pg/mL final; further: on the % scale 0 is the no-effect control and ±100 the full control effect; nearly all actives have a fitted effect of over 65% in size
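Per well, imaged GFP fluorescence of HEPG2 CAGA-GFP cells gives the signal; cells get compound, then TGF-beta (500 pg/mL final), 18 h at 37 degrees C; %Activity versus -TGF-beta and +DMSO controls.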
ATXN viability: reduces viability in counter-screen for ATXN expression inhibitors | S2 cells (HEK-293 line with an ATXN2-luciferase reporter) viability, CellTiter-Fluor protease fluorescence, 24 h | 400,000 tested, 0.49% active | Potency, µM (highest dose often 56.7 µM), actives largely listed as cytotoxic; further: nearly all actives have a fitted effect of over 40% in size
Nrf2 activator: Nrf2 pathway activation; 410,000 tested, 0.31% active; Potency, µM (doses to about 46.1 µM), without a hit: at the highest dose activation, actives largely listed as activators; AREc32 ARE-luciferase reporter (MCF7-derived line), luminescence, 24 h; further: % of control where 0% means no effect; nearly all actives have a fitted effect of over 65% in size
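Steps: seed AREc32_Fluc cells (1000/well, 5% FBS OPTI-MEM); incubate overnight at 37 deg C; add 23 nL compound; incubate 24 hr; add Steady-Glo; hold 30 min RT; read luminescence.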
* marks the source's active call; other numbers are inactive results; i = inactive; u = inconclusive; x = not tested or not shown; & = joins results of further samples; [ ] = dose if it differs, or a comment. The call rests on the fitted dose curve; in most records, active means well fitted curve in the direction sought with a large enough effect; inconclusive means small, poorly fitted or top-dose-only effect, or another doubt; inactive means no such curve, though single readings can be large; an effect the other way counts as inactive or inconclusive. Potency means the concentration at half of the fitted maximal effect.

SMILES	EPAC2 antagonist	Nrf2 block	A549 viability	MCF10A rereplic	ATXN2 expr inh	HepG2 tox	TGFb SMAD3 inh	ATXN viability	Nrf2 activator
COc1ccc(C(=O)c2c(C)oc3ccc(O)cc23)c(OC)c1	-29.7%	26.0%	7.3%	6.0%	-9.1%	-9.6%	-15.8%	i	2.4%
O=C(Nc1ccccc1C(=O)N1CCN(Cc2ccccc2)CC1)c1ccccc1	0.0%	6.5%	1.9%	-20.2%	4.3%	1.0%	0.1%	i	-0.3%
Cc1ccccc1OCCSc1nnc(C)n1-c1ccccc1	-5.9%	-28.5%	-5.4%	12.2%	24.1%	-25.3%	-6.8%	i	4.1%
S=c1[nH]nc(-c2cccs2)n1/N=C/c1cn(-c2ccccc2)nc1-c1cccs1	6.8%	11.9%	-14.4%	u	68.9%[activator]	-26.9%	17.8µM*	i	5.2%
Cc1ccc(C)c(N2CCN(C(=O)CSc3ccsc3[N+](=O)[O-])CC2)c1	1.9%	-19.0%	0.2%	10.4%	-3.2%	5.1%	5.0%	i	0.3%
CCCCn1c(N)c(N(CC)C(=O)CN2C(=O)NC(C)(c3ccccc3)C2=O)c(=O)[nH]c1=O (configuration not stated)	5.4%	1.8%	-5.9%	1.8%	-11.5%	0.0%	-2.0%	i	17.3%
O=C(CCn1cnnn1)Nc1ccccc1F	-0.5%	5.1%	5.9%	-7.4%	-10.2%	-27.3%	-0.3%	i	-0.1%
CCOc1ccc(CCNC(=O)COC(=O)c2ccc(S(=O)(=O)N3CCCC3)cc2)cc1OCC	65.4%[activator]	5.7%	-9.3%	-32.9%[inhibitor]	6.3%	9.8%	0.7%	i	-0.3%
COC(=O)c1sccc1NC(=S)NCc1ccc(Cl)cc1	-21.3%	-4.7%	-1.7%	-9.3%	-36.1%	-17.0%	-28.1%	i	-0.6%
COC(=O)c1ccc(CNC(=O)COC(=O)C2CCC(C(C)(C)C)CC2)cc1 (configuration not stated)	0.2%	-9.8%	2.2%	4.4%	6.4%	-3.1%	16.0%	i	-0.5%
C/C(CC(C)(C)c1ccccc1)=N\NS(=O)(=O)c1ccccc1	2.6%	-9.5%	3.0%	-2.5%[9.22 µM]	5.1%	0.0%	28.6%	i	0.1%
Cc1ccc(NC(=S)NC2CC3CCCC(C2)N3Cc2cccs2)cc1 (configuration not stated)	-3.7%	-6.0%	u	u	-15.0%	-23.7%	-5.0%	i	-1.0%
CCCCn1c(=O)[nH]c(=O)c2c1nc(-c1cccc(OC)c1)n2C	-2.5%	-3.3%	-1.0%	-1.7%	-49.8%	-0.6%	1.6%	i	0.3%
N#C/C(C(=O)N1CCCC1)=C1/N=C(N)c2ccccc21	10.3%	3.9%	1.2%	4.7%	6.5%	-2.0%	10.2%	i	-0.6%
Cc1ccc(C#CC[N+]2(CC#Cc3ccc(C)cc3)CCCCC2)cc1	2.7%	u	u	-4.9%	u	-42.1%	20µM*	u	0.3%
CCOc1ccc(C(=O)C(C)OC(=O)Cn2c(C)csc2=O)cc1 (configuration not stated)	12.1%	6.2%	1.6%	-6.7%	10.9%	-5.7%	8.6%	i	-0.1%
CC(C)Cn1c(N)c(C(=O)COC(=O)c2ccccc2F)c(=O)n(C)c1=O	-3.8%	-0.5%	7.8%	-0.4%	-16.3%	-10.9%	0.6%	i	5.5%
CNc1oc(-c2ccccc2F)nc1S(=O)(=O)c1ccc(C)cc1	-9.6%	25.9µM*	-11.0%	11.2%	-5.6%	3.2%	17.4%	i	2.9%
Cc1ccc(S(=O)(=O)NCC2CCC(C(=O)O)CC2)cc1 (configuration not stated)	19.3%	5.9%	-6.9%	-3.1%	7.5%	-6.3%	0.4%	i	-0.9%
C#CCOc1ccc(C2CC(=O)Nc3c2c(C)nn3-c2nc(C)cc(C)n2)cc1 (configuration not stated)	x	6.4%	-4.1%	x	-7.6%	-7.8%	-1.6%	u	-0.1%
COc1cccc(CN2CCC2(C)C(=O)Nc2ccc(C)cc2)c1F (configuration not stated)	3.3%	x	x	x	0.1%	-11.3%	-3.1%	i	-0.6%
COC(=O)[C@H](C)[C@H]1C[C@]1(C)[C@H](NC(=O)OCc1ccccc1)c1ccccc1	-9.4%	3.7%	-2.8%	27.2%	-6.0%	-3.3%	u	i	4.6%
O=C(c1cccs1)N(Cc1ccccn1)Cc1ccco1	3.8%	x	-2.8%	-11.6%	2.0%	-30.0%	-9.4%	i	-0.7%
COc1cc(-c2noc(-c3cccc(Cl)c3)n2)cc(OC)c1OC	-2.8%	-1.9%	-7.7%	-1.9%	x	3.6%	4.5%	x	-0.2%
COc1ccc(CC(=O)N[C@@H](CCSC)C(=O)N2CCC3(CC2)NCCc2[nH]cnc23)cc1	7.0%	6.0%	-6.6%	0.3%	-0.3%	-1.7%	5.7%	i	-0.1%
COc1ccc(CNC(=O)c2sc(=O)n(Cc3ccc(S(=O)(=O)N(C)C)cc3)c2C)cc1	7.1%	x	x	x	u	-27.5%	u	i	2.9%
O=C(COc1ccc2c3c(c(=O)oc2c1)CCC3)N[C@@H](Cc1ccccc1)C(=O)O	11.2%	-9.8%	-1.8%	5.5%	1.8%	2.3%	5.5%	i	-0.8%
CCOC(=O)Cc1csc(NS(=O)(=O)c2ccc(SC)cc2)n1	-0.6%	u	0.6%	-6.3%	17.8%	-21.9%	9.9%	x	-0.5%
O=C(c1cccs1)N1C[C@H](n2cc(C3CC3)nn2)[C@@H](O)C[C@@H]1c1ccc(Cl)cc1	-3.6%	x	x	x	4.9%	-13.3%	5.5%	i	-0.4%
O=C(CSc1cn(CCNC(=O)c2ccccc2F)c2ccccc12)Nc1ccc2c(c1)OCCO2	x	3.2%	-2.1%	x	-25.8%	-3.4%	u	u	1.3%
O=C1CCCN1CN1CCCCC1	-4.3%	x	u	17.7%	-3.8%	0.4%	2.3%	i	-0.6%
COc1ccc(C(=O)Sc2nncc3ccccc23)cc1	u	u	1.3%	6.1%	-3.8%	0.7%	-0.9%	i	0.0%
O=C(Oc1cccnc1)c1cc(S(=O)(=O)N2CCOCC2)ccc1Cl	-3.3%	5.2%	0.0%	u	-2.1%	-0.3%	-10.9%	i	-0.4%
O=C(OCC(=O)N1CCN(S(=O)(=O)c2ccc(Cl)cc2)CC1)C1CCC1	-7.2%	4.2%	0.4%	-1.0%	-3.4%	0.4%	12.1%	i	-0.4%
CCOC(=O)Cc1csc(SCc2cc(=O)oc3cc(O)ccc23)n1	3.8%	3.7%	-7.3%	0.8%	-8.0%	-6.5%	2.2%	i	0.3%
CN1CCn2c1nc(N1CCCCC1)nc2=O	7.1%	10.3%	1.5%	-0.9%	x	-14.5%	-0.3%	x	0.4%
Cc1nn(C)c2nc(-c3cccs3)cc(C(F)(F)F)c12	u	7.8%	1.8%	u	-23.6%	-20.5%	2.8%	i	u
CCOC(=O)c1cnc(SCc2ccc(C)cc2)nc1N	-4.1%	16.4%	-1.7%	u	39.1%[activator]	-12.0%	-1.5%	i	4.0%
COCCN1Cc2cccc(C(=O)Nc3ccc(-c4nc5ccccc5[nH]4)cc3)c2C1=O	4.9%	3.5%	-1.3%	7.2%	-5.8%	-0.7%	0.0%	i	1.9%
COc1ccc(Br)cc1C(=O)N/N=C/c1ccc2c(c1)n(C)c(=O)n2C	11.6%	-13.0%	-2.4%	u	x	1.4%	4.8%	i	0.3%
COc1ccc(C(=O)c2cn(Cc3ccccc3F)c3ccc(F)cc3c2=O)cc1	x	u	-17.6%	x	-21.5%	-14.2%	u	i	1.1%
CN(C)C(CNC(=O)C1CCN(S(=O)(=O)c2cc(Cl)ccc2Cl)CC1)Cc1ccccc1 (configuration not stated)	-1.3%	0.6%	-2.9%	24.6%	x	1.6%	16.9%	i	0.6%
C=CCOc1ccc(C2/C(=C(\O)c3ccc4c(c3)OCCO4)C(=O)C(=O)N2CCCN2CCOCC2)cc1 (configuration not stated)	-1.7%	11.0%	-0.2%	3.2%	6.4%	-8.4%	-11.0%	i	-0.1%
Cc1ccc(OCC(=O)N/N=C\c2ccc(C)o2)c(C)c1	4.5%	-14.2%	4.9%	-5.8%	-12.7%[11.3 µM]	4.7%	-1.1%	i	3.6%
O=C(c1ccc(F)cc1)N1CCN(c2ncccn2)CC1	2.0%	-4.6%	-0.3%	1.3%	1.4%	-25.2%	-19.7%	i	-0.7%
COc1ccc(S(=O)(=O)N2CC(C)N(C(=O)N(C)C)C2C)cc1 (configuration not stated)	1.0%	2.3%	-4.5%	2.0%	-0.6%	9.7%	3.2%	i	0.0%
O=C(NC1CCCC1)C(c1ccc(F)cc1)N(C(=O)c1csnn1)C1CC1 (configuration not stated)	-24.8%	-16.2%	2.0%	-6.9%	-2.7%	12.6%	4.9%	i	-0.3%
COC(=O)c1ccc(NC(=O)c2ccc3c(c2)C(=O)N(C)C3=O)cc1	7.6%	2.6%	7.0%	-3.0%	0.4%	6.3%	-12.1%	i	0.0%
Nc1nnc(-c2cccc(Cl)c2Cl)c(N)n1	-4.4%	u	-6.5%	1.0%&-1.3%&-0.7%	u	-0.9%	4.3%	i	0.6%

One compound at a time, as listed above. Screens in order: EPAC2 antagonist	Nrf2 block	A549 viability	MCF10A rereplic	ATXN2 expr inh	HepG2 tox	TGFb SMAD3 inh	ATXN viability	Nrf2 activator
Entry for COc1ccc(S(=O)(=O)N2CC(C)N(C(=O)N(C)C)C2C)cc1 (configuration not stated) → 1.0%	2.3%	-4.5%	2.0%	-0.6%	9.7%	3.2%	i	0.0%
Entry for Nc1nnc(-c2cccc(Cl)c2Cl)c(N)n1 → -4.4%	u	-6.5%	1.0%&-1.3%&-0.7%	u	-0.9%	4.3%	i	0.6%
Entry for O=C(NC1CCCC1)C(c1ccc(F)cc1)N(C(=O)c1csnn1)C1CC1 (configuration not stated) → -24.8%	-16.2%	2.0%	-6.9%	-2.7%	12.6%	4.9%	i	-0.3%
Entry for COC(=O)c1ccc(NC(=O)c2ccc3c(c2)C(=O)N(C)C3=O)cc1 → 7.6%	2.6%	7.0%	-3.0%	0.4%	6.3%	-12.1%	i	0.0%

Screening results deposited in PubChem BioAssay by National Center for Advancing Translational Sciences (NCATS).

This is a subset, so the mix of outcomes need not match the whole.
